Akt phos inh = HTS Assay for Inhibitors of Akt Phophorylation: Primary Screen; AID 651550, 2012; Neuro2A IGF-stimulated pAkt S473 HTRF, 20 min; stronger effect = lower value; actives 0.32% (n = 360,000); activity change, % for hits at 50 µM; in the data active = activity change below about -80%; inconclusive = mostly about -51% to -80%; note: % is set by controls: 0 for no effect and ±100 for the full control effect
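Neuro2A cells in DMEM with 0.5% FBS, overnight at 37 deg C, given compound at single 50 µM final, then IGF (6 nM final) for 20 min at 37 deg C. Lysed; phospho-Akt Ser473 by HTRF after 24 h, 665/615 ratio.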
Abeta yeast res = qHTS for compounds that reverse cellular toxicity of Amyloid beta (A-beta) peptide in yeast: Primary Screen; actives 0.063% (n = 410,000); yeast expressing A-beta42, growth rescue, OD600, 48 h; response scale: 0% DMSO, 100% iron-clioquinol control; Potency, µM (highest dose often 46.1 µM), for inactives: at the top dose growth rescue, most hits filed as activators; note: potency is the fitted concentration of half-maximal effect; nearly all actives have a fitted effect of over 55% in size
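Yeast growth medium received pinned compounds, then yeast cells expressing toxic A-beta were added; plates incubated at 30 C for 48 hr. Growth read as absorbance at 600 nm, normalized to DMSO and equimolar FeCl3 plus clioquinol controls.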
FUS suppressor = qHTS for Suppressors of FUS Proteinopathy: Primary screen using FUS-linked yeast assay; S. cerevisiae FUS-expressing, growth rescue, OD600, 24 h; Potency, µM (highest dose often 76.6 µM), without a hit: at the top dose growth rescue (activation), hits mostly activators; actives 0.24% (n = 390,000); AID 1347120, 2019;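 note: potency is the fitted concentration of half-maximal effect; plate controls were DMSO vehicle for no effect and reference control for full effect; nearly all actives have a fitted effect of over 55% in size; some results filed as inactive show a strong effect at the top dose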
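Steps: raffinose overnight preculture; dilution to OD 0.005 in 2% galactose minimal medium; compound addition (concentration series); 24hr at 30C, 99% humidity; absorbance read at 600 nm.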
PTHR1 agonist = qHTS for PTHR1 Agonists: Primary Screen; Parathyroid hormone/parathyroid hormone-related peptide receptor (Homo sapiens), Q03431; HEK293 GP2 PTHR1 cells, GloSensor cAMP luminescence, 1 h; Potency, µM (titrated, usually from 115 µM), inactives show at the top dose activation, hits mostly activators; actives 0.075% (n = 410,000); AID 743266, 2014; note: potency is the fitted concentration of half-maximal effect; nearly all actives have a fitted effect of over 55% in size; some results filed as inactive show a strong effect at the top dose; inactives centre near -15; many of its hits are not listed in these tables
Target sequence (Q03431 whole entry, looked up): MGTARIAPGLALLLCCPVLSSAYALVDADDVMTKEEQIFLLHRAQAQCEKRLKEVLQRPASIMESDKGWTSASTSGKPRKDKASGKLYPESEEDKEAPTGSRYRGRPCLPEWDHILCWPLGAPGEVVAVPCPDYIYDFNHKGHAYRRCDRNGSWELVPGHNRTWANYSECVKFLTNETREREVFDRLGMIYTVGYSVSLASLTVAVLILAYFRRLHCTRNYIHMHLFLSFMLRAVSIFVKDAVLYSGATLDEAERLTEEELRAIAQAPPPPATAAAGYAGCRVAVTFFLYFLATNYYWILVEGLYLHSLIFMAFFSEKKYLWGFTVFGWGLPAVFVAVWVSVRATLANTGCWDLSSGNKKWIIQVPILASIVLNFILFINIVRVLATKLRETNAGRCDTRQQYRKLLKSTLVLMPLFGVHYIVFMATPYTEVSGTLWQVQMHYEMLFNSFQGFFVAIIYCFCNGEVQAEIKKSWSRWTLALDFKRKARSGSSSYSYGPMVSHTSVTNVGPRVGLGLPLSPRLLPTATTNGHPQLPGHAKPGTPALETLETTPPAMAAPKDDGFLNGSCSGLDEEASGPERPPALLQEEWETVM
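HEK-293-derived GP2 cells expressing PTHR1 and a GloSensor cAMP reporter, 3,000/well, plated overnight, given luciferin plus IBMX (each 0.5 mM as added) for 1 h at 37 °C, then compound for 1 h at 37 °C. Luminescence was read after 15 min at room temperature.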
TDP43 rescue = qHTS of TDP-43 Inhibitors | TDP-43 expressing yeast growth rescue, BacTiter-Glo, 24 h | Potency, µM (series often up to 46.1 µM), for inactives: top-dose growth rescue (activation), most hits filed as activators | actives 1.8% (n = 410,000) | AID 652104, 2013; note: potency is the fitted concentration of half-maximal effect; % of control where 0% means no effect; nearly all actives have a fitted effect of over 50% in size
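In this qHTS, compounds that restore growth of yeast expressing TDP-43 appear as activators. Cells (OD600=0.02, galactose medium, raffinose-pregrown) are incubated with compound 24 hr at 30 deg C and growth is quantified by BacTiter-Glo.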
GLP1R inv ag = qHTS of GLP-1 Receptor Inverse Agonists (Inhibition Mode); actives 1.6% (n = 410,000); Potency, µM (series often up to 38.3 µM), without a hit: at the top dose activity change, negative = inhibition, actives largely listed as inhibitors; HEK293 GLP-1R CRE-luciferase, luminescence, 24 h; GLP-1R form is constitutively active; Glucagon-like peptide 1 receptor (Homo sapiens), P43220; note: potency is the fitted concentration of half-maximal effect; % is set by controls: 0 for no effect and ±100 for the full control effect; nearly all actives have a fitted effect of over 55% in size
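HEK293 cells stably co-expressing a cAMP-responsive luciferase reporter and constitutively active GLP-1R were seeded, incubated 12 h, then exposed to compounds for 24 h at 37 C. Luminescence was read 12 min after detection reagent; inverse agonists lower signal.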
aSyn rescue = qHTS of alpha-syn Inhibitors | Yeast expressing alpha-synuclein, growth rescue, BacTiter-Glo, 24 h | Potency, µM (titrated, usually from 46.1 µM), inactives show top-dose growth rescue (activation), most hits filed as activators | actives 0.14% (n = 370,000) | AID 652106, 2013; note: potency is the fitted concentration of half-maximal effect; % of control where 0% means no effect; nearly all actives have a fitted effect of over 65% in size
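Rescue of yeast growth: cells expressing toxic alpha-synuclein, induced in galactose at OD600 0.02, incubated with compound 24 h at 30 C. ATP luminescence quantified growth; inhibitors of toxicity appear as activators.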
GLP1R ag = qHTS of GLP-1 Receptor Agonists; Glucagon-like peptide 1 receptor (Homo sapiens), P43220; HEK293 GLP-1R CRE-luciferase, luminescence, 4-6 h; cells express a hypersensitive GLP-1R form; Potency, µM (top dose mostly 45.6 µM), inactives show top-dose activation, most hits filed as activators; actives 0.007% (n = 380,000); AID 624172, 2012; note: potency is the fitted concentration of half-maximal effect; % of control where 0% means no effect
DRD3 antagonist = qHTS of D3 Dopamine Receptor Antagonist: qHTS. actives 2.5% (n = 360,000). AID 652054, 2013. max response, negative = inhibition, %. D(3) dopamine receptor (Homo sapiens), P35462. D3R cells, DiscoveRx beta-arrestin luminescence, antagonist mode; stronger effect = lower value; in the data active = max response below about -50%; inconclusive = no clear call, values can overlap the other calls; note: % is set by controls: 0 for no effect and ±100 for the full control effect; mostly tested at two doses, the higher about 12 µM
Target sequence (P35462 whole entry, looked up): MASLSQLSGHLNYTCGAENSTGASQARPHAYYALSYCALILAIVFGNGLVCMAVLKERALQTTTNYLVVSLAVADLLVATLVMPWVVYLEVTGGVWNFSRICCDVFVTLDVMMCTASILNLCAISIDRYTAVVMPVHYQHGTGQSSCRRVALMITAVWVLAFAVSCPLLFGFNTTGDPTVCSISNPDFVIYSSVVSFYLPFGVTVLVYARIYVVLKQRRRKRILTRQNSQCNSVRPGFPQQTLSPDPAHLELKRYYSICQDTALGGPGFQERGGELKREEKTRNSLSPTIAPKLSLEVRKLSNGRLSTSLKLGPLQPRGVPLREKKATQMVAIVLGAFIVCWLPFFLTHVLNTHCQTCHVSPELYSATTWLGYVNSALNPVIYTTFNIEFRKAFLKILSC
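Cells plated overnight at 1500 cells/well, then exposed to library compounds with dopamine controls for 90 minutes at 37 degrees C. DiscoveRx reagent added for 30–60 minutes at room temperature; luminescence read, quantitative HTS format.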
The depositor's hits bear a star; i = inactive; ? = inconclusive; . = no result given; & = joins results of further samples; [ ] = another dose, or the depositor's remark. Unless noted, calls come from the whole dose curve; as a rule, active = well fitted curve in the direction sought with a large enough effect; inconclusive = small, poorly fitted or top-dose-only effect, or another doubt; inactive = no such curve, though single readings can be large; an effect the other way counts as inactive or inconclusive. Not all compounds are listed (hit frequency here may not be typical).

nr	Molecule	Akt phos inh	Abeta yeast res	FUS suppressor	PTHR1 agonist	TDP43 rescue	GLP1R inv ag	aSyn rescue	GLP1R ag	DRD3 antagonist
1	O=C(O)CCC(=O)Nc1ccc(Br)cc1C(=O)c1ccccc1Cl	i	19%	-10%	-25%	?	4%	12%	0%	-8
2	NC(=O)CSc1n[nH]c(-c2ccco2)n1	i	-8%	1%	i	-12%	6%	-4%	-1%	-8
3	Cc1ccc(S(=O)(=O)Nc2ccc(C(=O)Nc3cc(C)on3)cc2)cc1	i	4%	34%	-72%[inhibitor]	-12%	4%	-4%	18%	-13
4	O=C(Cc1ccc(Cl)cc1)Nc1ccc(S(=O)(=O)Nc2cnc3ccccc3n2)cc1	i	3%	?	-22%	-21%	-26%	0%	11%	-2
5	O=C1CNC(=O)N1CC(=O)N1CCCc2ccccc21	i	2%	15%	13%[57.5 µM]	1%	-8%	0%	-18%	16
6	COc1cc(OC)c(OC)cc1CNC(=O)c1cccc(S(=O)(=O)N2CCc3ccccc3C2)c1	i	4%	3%	-38%	0%	-14%	5%	-4%	13
7	CCCNC(=O)Cn1c(=O)n(C)c2ccccc21	i	4%	-8%	i	10%	-1%	4%	-1%	-7
8	CC(Oc1ccc(Cl)cc1C(N)=O)C(=O)N1CCc2ccccc21 (stereo unspecified)	i	9%	30%	-1%	5%	-18%	0%	0%	-16
9	c1ccc(CC2CCN(c3ncnc4sccc34)CC2)cc1	i	5%	13%	-39%[inhibitor]	13µM*	?	-1%	10%	34
10	OCC[C@@H]1C[C@H](O)[C@@H](O)[C@@]2(CCCO2)O1	i	2%	-20%	-5%	15%	7%	-11%	-4%	0
11	O=C(Nc1ccccc1N1CCOCC1)C1CCN(S(=O)(=O)c2ccccc2F)CC1	i	4%	.	-7%	0%	18%	16%	-4%	19
12	C=CCNC(=O)CSc1cc([N+](=O)[O-])cc(S(=O)(=O)Cc2ccccc2)c1	i	0%	.	-21%	24%	-8%	-5%	-1%	6
13	CCn1c(C)c(C2=CCN(S(=O)(=O)c3ccc(C)cc3)CC2)c2ccccc21	i	-7%	.	i	12%	?	18%	-12%	-3
14	Cn1nnc2cc(C(=O)N3CCN(c4ccccc4)CC3)ccc21	i	?	15%	i	-7%	4%	-2%	3%	8
15	O=C(CSc1n[nH]c(=O)[nH]c1=O)c1cccc([N+](=O)[O-])c1	i	-19%	-32%	-3%	-21%	18%	-6%	2%	-6
16	Cn1c(N)cc(=O)n(Cc2ccccc2)c1=O	i	-13%	5%	i	13%	13%	-6%	-5%	7
17	O=C(c1ccco1)N1CCN(C(=O)c2oc(=O)c3ccccc3c2-c2ccccc2)CC1	i	0%	14%	-17%	-14%	27%	9%	11%	?
18	CCN(CC)CCN1C(=O)C(=O)/C(=C(/O)c2ccncc2)C1c1ccccc1F (stereo unspecified)	i	17%	11%	i	-11%	7%	0%	-2%	11
19	O=C(Nc1c(C(=O)N2CCN(c3ccccc3)CC2)oc2ccccc12)c1ccco1	.	2%	?	i	18%	3%	.	.	.
20	CC(=O)Nc1ccc(NS(=O)(=O)c2ccc(Cl)c(C(=O)O)c2)cc1	i	-18%	19%	-21%[57.5 µM]	-2%	4%	-6%	1%	-12
21	CCCCN(CCCC)C(=O)c1cc(Cl)ccc1[N+](=O)[O-]	i	-24%	.	-11%	7%	0%	2%	5%	-9
22	Cc1cccc(C(=O)Nc2c(C(=O)N3CCN(C)CC3)cnn2-c2ccccc2)c1	i	13%	-5%	i	15%	-1%	5%	-5%	4
23	Cc1cccc(Nc2nc(-c3ccccc3)c3cc(C)ccc3n2)c1	.	-7%	-10%	i	21%	-19%	.	.	.
24	CCn1c(CSc2nc(C)cc(C)n2)nnc1SCC(=O)N1CCCc2ccccc21	i	-1%	19%	-24%[57.5 µM]	-12%	-27%	0%	1%	-15
25	CCOC(=O)C1=C(C)NC(=O)NC1c1cccc(O)c1 (stereo unspecified)	i	-2%	17%	-1%[57.5 µM]	-23%	-8%	-18%	1%	-5
26	Cc1ccc(NC(=O)Cc2ccccc2F)cc1S(=O)(=O)N1CCCCCC1	i	21%	9%	-87%[inhibitor]	14%	?	0%	0%	0
27	CC1=NNC(=O)C1CCC(=O)N/N=C/c1c(Cl)cccc1Cl (stereo unspecified)	i	1%	18%	-20%	1%	-32%	-4%	4%	0
28	CCOC(=O)c1ccccc1NC(=O)C1=COCCO1	i	-1%	-9%	i	12%	-5%	-7%	8%	-14
29	COc1ccc(Cn2c(=O)[nH]c3cc(C(=O)NC4CCCC4)ccc3c2=O)cc1	i	7%	5%	i	6%	2%	-6%	4%	21
30	Cc1cc(NS(=O)(=O)c2ccc(NC(=O)Nc3cccc(Cl)c3)cc2)no1	i	1%	14%	-21%	8%	-19%	4%	-3%	-55*
31	CCOCCSC1=C(C#N)C(c2cccs2)C(C(C)=O)=C(C)N1 (stereo unspecified)	i	-8%	5%	-1%	5%	-15%	-4%	10%	9
32	COc1cc(OC)cc(C(=O)NCCS(=O)(=O)N2CCN(Cc3ccccc3)CC2)c1	i	-7%	12%	-16%	-18%	-22%	-4%	9%	-13
33	COc1ccc(OC)c2c(C)cc(N3CCN(C(=O)c4ccc(C)cc4)CC3)nc12	i	7%	18%	-3%	2%	8%	1%	5%	4
34	Cc1ccsc1CNc1ncnc2ccc(-c3c(C)noc3C)cc12	.	-15%	-12%	-85%[inhibitor]	.	.	.	7%	.
35	O=C1C2ON(c3ccccc3)C(c3cccnc3)C2C(=O)N1c1ccccc1 (stereo unspecified)	i	-13%	-12%	-3%[57.5 µM]	11%	7%	13%	-14%	-2
36	Cc1cccc(-c2noc(CCCC(=O)Nc3ccc(C(N)=O)cc3)n2)c1	.	5%	25%	i	-13%	4%	-2%	-15%	24

Next section, overlapping the part above by 2 compounds.
nr	Molecule	Akt phos inh	Abeta yeast res	FUS suppressor	PTHR1 agonist	TDP43 rescue	GLP1R inv ag	aSyn rescue	GLP1R ag	DRD3 antagonist
35	O=C1C2ON(c3ccccc3)C(c3cccnc3)C2C(=O)N1c1ccccc1 (stereo unspecified)	i	-13%	-12%	-3%[57.5 µM]	11%	7%	13%	-14%	-2
36	Cc1cccc(-c2noc(CCCC(=O)Nc3ccc(C(N)=O)cc3)n2)c1	.	5%	25%	i	-13%	4%	-2%	-15%	24
37	FC(F)(F)c1cccc(Cc2noc(CN3CCC(c4ccncc4)CC3)n2)c1	i	15%	-10%	-36%[inhibitor]	1%	2.5µM*	10%	27%	3
38	CC1SCC(NC(=O)c2ccc(Cl)cc2)CS1 (stereo unspecified)	i	8%	15%	-2%	?	9%	2%	16%	12
39	COc1ccc([N+](=O)[O-])cc1N(CC(=O)O)S(C)(=O)=O	i	-4%	-3%	i	-12%	13%	1%	2%	7
40	CCn1c(Cc2cccs2)nnc1SCC(=O)NC(C)(C)C	i	-10%	-5%	-22%	-14%	26%	-11%	1%	-7
41	CCc1ccc(-n2c(=O)c3ccccc3n(CC(=O)NCc3ccco3)c2=O)cc1	i	-11%	2%	-22%	8%	-11%	5%	7%	5
42	CC(=O)NC(c1ccccc1)c1cc([N+](=O)[O-])c2cccnc2c1O (stereo unspecified)	i	-1%	3%	i	?	?	0%	0%	?
43	O=C(C1=C[C@H](c2csc3ccccc23)C[C@H](OCCCCO)O1)N1CCN(Cc2ccc3c(c2)OCO3)CC1	i	6%	9%	-1%	-1%	?	2%	14%	?
44	CC(C)(C)c1ccc(S(=O)(=O)NNC(=O)C2CCN(Cc3cccc(F)c3)CC2)cc1	i	-2%	0%	i	-5%[9.22 µM]	-16%[7.66 µM]	-1%	12%	14
45	O=C(NNc1ccccc1[N+](=O)[O-])Nc1cccc(Cl)c1	i	.	-6%	-4%	3%	?	-1%	14%	-12
46	CCSc1nc2sc3c(c2c2[n+]1CC(CBr)O2)CCCC3 (stereo unspecified)	i	-15%	56%	i	-11%	?	0%	7%	-18
47	O=C(O)CC(c1ccccc1)c1ccccc1	.	-6%	14%	-7%[57.5 µM]	0%	0%	1%	-1%	-25
48	Cc1sc2ncnc(N3CCN(C(=O)c4ccco4)CC3)c2c1C	i	-13%	17%	-26%	2%	14%	2%	12%	-1
49	C=CCNC(=O)c1cc(=O)c2ccccc2o1	i	-11%	-8%	-4%	-13%	13%	2%	-7%	-17
50	Cc1ccccc1NS(=O)(=O)c1ccc2c(c1)NC(=O)CCS2	i	-10%&0%	-12%&-2%	-14%&-10%	-14%&0%	-29%&5%	-2%&1%	0%&17%	5

Screens from PubChem BioAssay.
